# Source: PubChem BioAssay
# Lipid storage S3 – qHTS Assay for Lipid Storage Modulators in Drosophila S3 Cells; Drosophila S3 cells, BODIPY lipid droplet fluorescence, 18-24 h; cells fed with added oleic acid; actives 0.64% (n = 320,000); lipid storage change, negative = inhibition, % at the top dose, mostly 46.1 µM; hits show Potency in µM; active = well fitted inhibition curve with a large enough effect in the signal ratio, with a control signal flat, not every such curve was filed as active; inconclusive = small, poorly fitted or top-dose-only effect, or effect the other way, or a change in a side signal; the % refers to the signal ratio
#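 Drosophila S3 cells got compounds at several concentrations plus oleic acid (400 uM solution). Laser-scanning cytometry with 488 nm excitation read lipid droplets at 500-530 nm and cells at 575-640 nm. Percent activity was relative to 20 uM Triacsin C.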
# Lipid storage S3 cell count max – further read-out of Lipid storage S3, marked with its call; cell number change, %; measured here: cell count max response;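 cells counted by Cell Tracker Red CMTPX staining in the red channel; peak over a dose series mostly up to 46.1 µM; percent activity relative to internal control wells on each plate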
# * marks the source's active call; other numbers are inactive results; i = inactive; ? = inconclusive; . = no result given; [ ] = another dose, or the depositor's remark. % is scaled to controls: 0 for no effect and ±100 for the full control effect; potency is read from the fitted curve at half-maximal effect.
Lipid storage S3 | Lipid storage S3 cell count max | Molecule
i | . | CNc1[nH]ncc1[N+](=O)[O-]
-6% | 1 | N#CCCN1CCCN(CCC#N)CCN(CCC#N)CCCN(CCC#N)CC1
? | . | O=C(COC(=O)CCNS(=O)(=O)c1ccccc1F)Nc1nnc(-c2ccccc2)o1
1% | -1 | CCCc1ccc(C(=O)NNc2ccc(F)cc2)cc1
10% | 6 | CCOC(=O)C(NC(=O)C1CCCN1C(=O)OCc1ccccc1)C(=O)OCC (stereo not drawn)
11% | 4 | Cc1ccc2c(c1)sc1nc(=O)n(-c3cccc(Cl)c3)c(=O)n12
-21% | 14 | COc1ccc([C@@H]2[C@@H]3C(=O)N(C(C)(C)C)C(=O)[C@@H]3[C@]3(Cc4ccccc4)C(=O)N(c4ccc(Br)cc4)C(=O)N23)cc1
-2% | 2 | COC(=O)CCC(=O)NC(=S)Nc1ccc(S(=O)(=O)N2CCCC2)cc1
-8% | -1 | CCCC12CN3CCN(CC(C3)/C1=N\NC(=O)c1ccccc1N)C2
? | . | CC(C)(C)OC(=O)N1CCC(NC(=O)c2nc[nH]c2C(=O)N2CCc3ccccc3C2)CC1
? | . | O=C(Nc1ccc2oc(-c3ccc4ccccc4c3)nc2c1)c1cccs1
? | . | N#Cc1ccc(Oc2cc(C(F)(F)F)nc(-c3ccccn3)n2)cc1
4% | 3 | CSc1cccc(NC(=S)N(Cc2ccccc2)Cc2cccnc2)c1
9% | 7 | O=C(c1ccccc1)N1CN2CN(C(=O)c3ccccc3)CC([N+](=O)[O-])(C2)C1
0% | 9 | CC(=O)Nc1cccc(N=NN2CCCCC2)c1
0% | -1 | CC(C)(C)c1ccc(S(=O)(=O)N2CCC(O)(c3ccc(Cl)cc3)CC2)cc1
? | . | O=C(COC(=O)c1cc(S(=O)(=O)N2CCCC2)ccc1O)NCCc1ccccc1
? | . | CCC(C)(C(=O)NC1CCCCC1)N(Cc1ccco1)C(=O)Cc1cccs1 (stereo not drawn)
? | . | Cc1cccn2c(=O)c3cc(C(=O)NCC4CCCO4)c(=N)n(C4CCCC4)c3nc12 (stereo not drawn)
? | . | CC(C)NC(=O)NC(=O)CSc1ncc(C(F)(F)F)cc1Cl
? | . | CC(=O)N1CCc2c(sc(NC(=O)CCS(=O)(=O)c3ccc(C)cc3)c2C#N)C1
? | . | Cc1cc2c(nc1C)CCCN2C[C@@H](C)O/N=C1/[C@H]2CCn3c(=O)n(-c4ccccc4)c(=O)n3[C@H]2[C@H](O)[C@@H]2O[C@H]12
i | . | CCOC(=O)C1C(=O)CC(C)(O)C(C(=O)OCC)C1c1ccc(F)cc1 (stereo not drawn)
? | . | CSc1nnc([C@@H](NC(=O)OC(C)(C)C)C(C)C)o1
2% | -22 | Cn1c(CNC(=O)c2ccccc2F)nnc1SCC(=O)c1ccccc1
? | . | COc1ccc(CCNC(=S)N2CCC(C(N)=O)CC2)cc1
i | 3 | O=C(CSc1nc(O)cc(=O)[nH]1)N1CCOCC1
? | . | O=C(Cn1ccc([N+](=O)[O-])n1)Nc1nccs1
0% | -2 | CCOC(=O)N1CCN(C(=O)CN(c2ccc(OC)cc2)S(C)(=O)=O)CC1
? | . | CCCc1nn(C)c(C(=O)Nc2cccc3ccccc23)c1Cl
? | . | Cn1c(SCC(=O)Nc2nccs2)nnc1-c1ccc(S(=O)(=O)N2CCCC2)cc1
? | . | CCN(CC)S(=O)(=O)c1ccc(C)c(NC(=O)CN2C(=O)NC3(CCCC3)C2=O)c1
? | . | Cc1ccc(CN(C)C(=O)CCc2nc3sc4c(c3c(=O)[nH]2)CCCC4)o1
? | . | Cc1cc(NC(=O)CSc2nccn2-c2cccc(C)c2C)no1
-4% | -15 | COc1cccc(C(=O)N2CCN(Cc3cc(Br)ccc3OC)CC2)c1
? | . | NS(=O)(=O)c1ccc(CNC(=O)Cc2cccs2)cc1
9% | . | N/C(CS(=O)(=O)c1ccccc1)=N\OC(=O)c1ccc(F)cc1
? | . | O=C(NCc1cn2ccsc2n1)Nc1ccc(Cl)cc1
0% | -3 | O=C(OCc1nnc(-c2ccccc2)o1)c1ccc2c(c1)OCCO2
? | . | CC1(C)Cc2c(sc3[nH]c(=S)[nH]c(=O)c23)CO1

# Already shown: an excerpt of the list.
Lipid storage S3 | Lipid storage S3 cell count max | Molecule
2% | -22 | Cn1c(CNC(=O)c2ccccc2F)nnc1SCC(=O)c1ccccc1
? | . | COc1ccc(CCNC(=S)N2CCC(C(N)=O)CC2)cc1
i | 3 | O=C(CSc1nc(O)cc(=O)[nH]1)N1CCOCC1
? | . | O=C(Cn1ccc([N+](=O)[O-])n1)Nc1nccs1
0% | -2 | CCOC(=O)N1CCN(C(=O)CN(c2ccc(OC)cc2)S(C)(=O)=O)CC1
? | . | CCCc1nn(C)c(C(=O)Nc2cccc3ccccc23)c1Cl
? | . | Cn1c(SCC(=O)Nc2nccs2)nnc1-c1ccc(S(=O)(=O)N2CCCC2)cc1
? | . | CCN(CC)S(=O)(=O)c1ccc(C)c(NC(=O)CN2C(=O)NC3(CCCC3)C2=O)c1
? | . | Cc1ccc(CN(C)C(=O)CCc2nc3sc4c(c3c(=O)[nH]2)CCCC4)o1
? | . | Cc1cc(NC(=O)CSc2nccn2-c2cccc(C)c2C)no1
-4% | -15 | COc1cccc(C(=O)N2CCN(Cc3cc(Br)ccc3OC)CC2)c1
? | . | NS(=O)(=O)c1ccc(CNC(=O)Cc2cccs2)cc1
9% | . | N/C(CS(=O)(=O)c1ccccc1)=N\OC(=O)c1ccc(F)cc1
? | . | O=C(NCc1cn2ccsc2n1)Nc1ccc(Cl)cc1
0% | -3 | O=C(OCc1nnc(-c2ccccc2)o1)c1ccc2c(c1)OCCO2

# Continued.
Lipid storage S3 | Lipid storage S3 cell count max | Molecule
? | . | CSCCC(NS(=O)(=O)c1ccccc1F)C(=O)NCC(c1ccc(F)cc1)N1CCOCC1 (stereo not drawn)
-1% | -8 | CC(C)NC(=O)CSCc1c(F)cccc1Cl
-3% | 24 | CCN=C1SC(CC(=O)NCc2ccccc2)C(=O)N1CC (stereo not drawn)
? | . | O=S(=O)(c1cc(Cl)ccc1Cl)n1nnc2ccccc21
? | . | COc1ccc([C@H]2CC(=O)C=C(c3cc(C=O)ccc3OC)C2)cc1
? | . | CCOc1ccc(N/C(=C(/C(Cl)=C(Cl)Cl)[N+](=O)[O-])n2cncn2)cc1
4.1µM* | -27* | CCOC(=O)C1CCCN(C(=O)c2ccc3nc(-c4ccc(OC)c(OC)c4)c(-c4ccc(OC)c(OC)c4)nc3c2)C1 (stereo not drawn)
? | . | CC(C)OC(=O)CSc1nnc2c(n1)[nH]c1ccc(F)cc12
? | . | CC(=O)Nc1ccc(C(=O)N/N=C/C2CC3C=CC2C3)cc1 (stereo not drawn)
? | . | O=C(N/N=C/c1ccccn1)c1ccc(NC(=O)c2ccccc2Cl)cc1
? | . | Cc1cc(=O)oc(C)c1C(=O)N1CCc2c([nH]c3ccccc23)C1C(C)C (stereo not drawn)
-7% | . | COCC(C)NC(=S)NCCc1ccc(Cl)cc1Cl (stereo not drawn)
6% | . | CCOc1ccc(N(C(C)C(=O)N/N=C(\C)c2cccc(NC(=O)c3ccccc3)c2)S(C)(=O)=O)cc1 (stereo not drawn)
? | . | O=C1COc2ccc(C(=O)COC(=O)Cc3ccc(F)cc3)cc2N1
? | . | COc1ccc(C(C)C)cc1S(=O)(=O)Nc1ccccn1
? | . | COc1cc(CN(C)c2ccc(S(=O)(=O)N3CCCC3)cn2)ccc1OC(F)F
? | . | Cc1ccc(C)n1-c1cc(S(=O)(=O)N2CCOCC2)ccc1N1CCCC1
? | . | CCOC(=O)NNC(=O)c1ccc(Cl)cc1
-20% | 10 | Cc1c(C(=O)NCCN2CCCC(O)C2)oc2c(F)cccc12 (stereo not drawn)
3% | 5 | O=C(Nc1ncccn1)C1c2ccccc2Oc2ccccc21
? | . | CCN(CC(=O)Nc1ccc(OC)cc1)C(=O)CN1C(=O)NC(C)(c2ccc3ccccc3c2)C1=O (stereo not drawn)
? | . | COCC(C)NC(=O)c1ccc2nc(-c3ccccc3)c(-c3ccccc3)nc2c1 (stereo not drawn)
1% | 6 | N#Cc1ccc(C(=O)Nc2cccc3ccccc23)c(F)c1
? | . | CC(C)Oc1ccc(/C=N/NC(=O)c2nnn(-c3nonc3N)c2CN(C)c2ccccc2)cc1
-9%[0.0737 µM] | -10 | CC1CCC2(CC1)NC(=O)N(CC(=O)NC1(C#N)CCCCC1)C2=O (stereo not drawn)
? | . | COc1ccccc1-c1nc(-c2ccc(Br)cc2)no1
0% | 20 | Cc1cc(C)n(Cc2ccc(C(=O)NCCC3=CCCCC3)o2)n1
? | . | S=C(Nc1ccccc1Cl)N(CCCN1CCOCC1)Cc1ccco1
? | . | CC(=O)N/N=C(\C)c1ccc2c(c1)OCCO2
-13% | -9 | S=C(NCc1ccccc1)N1CCN(Cc2ccc3c(c2)OCO3)CC1
-15% | -15 | CCCCNCc1cc2ccccc2o1
10% | 16 | O=S(=O)(c1ccc(F)c(F)c1)N1CCN(c2ncccn2)CC1
? | . | CCOC(=O)COc1coc(CN2CCN(c3cccc(Cl)c3)CC2)cc1=O
-9% | 8 | NNc1cc([N+](=O)[O-])cc2c1C(=O)N(Cc1ccccc1)S2=O (stereo not drawn)
i[0.0737 µM] | -1 | CCCCN(C(=O)C1CC(=O)N(CCc2ccc(OC)c(OC)c2)C1)c1c(N)n(CCCC)c(=O)[nH]c1=O (stereo not drawn)
? | . | Cc1ccc(SCCNC(=O)C(C)C)cc1
0% | -1 | COc1cc(C2/C(=C(\O)c3cc(C)ccc3C)C(=O)C(=O)N2CCN(C)C)ccc1O (stereo not drawn)
16µM* | -16* | CC(C)C(NC(=O)c1ccccc1)C(=O)OCn1nnc2ccccc2c1=O (stereo not drawn)
-16% | 2 | O=C(CN1C(=O)/C(=C2\SC(=S)N(C3CCS(=O)(=O)C3)C2=O)c2ccccc21)Nc1ccc(F)cc1 (stereo not drawn)
? | . | N#Cc1ccc(C(=O)N2CCN(C(=O)C3CCCO3)CC2)cc1 (stereo not drawn)
? | . | COc1ccc(OC)c(C2C(C(=O)c3ccc(C)o3)=C(O)C(=O)N2c2cc(C)on2)c1 (stereo not drawn)
? | . | Cc1c(C)n(Cc2ccccc2)c2ncnc(NCCN(C)C)c12
? | . | CCc1nc2ccccc2c(C(=O)OCC(=O)C(C)(C)C)c1C
14% | 0 | O=S(=O)(c1ccccc1)N1CCN(C(c2ccccc2)c2ccc(OC(F)(F)F)cc2)CC1 (stereo not drawn)
-12% | 6 | COc1ccc(CCNC2CC(=O)N(N(C)C)C2=O)cc1OC (stereo not drawn)
? | . | COc1ccc(S(=O)(=O)NC(C(=O)NCCc2ccccn2)C(C)C)cc1 (stereo not drawn)
-5% | 1 | O=C(Nc1ccccc1OC(F)F)c1cccc(S(=O)(=O)N2CCCC2)c1
? | . | CN(C(=O)c1cnc(N2CCN(c3ncccn3)CC2)c2ccccc12)c1ccc(Cl)cc1
? | . | NC(=O)CSc1nccn1Cc1ccc(Cl)cc1
? | . | Cn1c(N)c(C(=O)CSc2nc(N)cc(=O)[nH]2)c(=O)n(C)c1=O
? | . | Nc1ccc(C(=O)OCCc2ccccc2)cc1
? | . | COC(=O)Cc1ccc(NC(=O)c2ccc3c(c2)C(=O)N(CC2CCCO2)C3=O)cc1 (stereo not drawn)
16µM* | . | Cc1cc(C)c(NC2=NS(=O)(=O)c3ccccc32)c(C)c1
? | . | CN(C(=O)COC(=O)CSc1ccc([N+](=O)[O-])cc1)c1ccccc1
i | . | Cc1nn(-c2ccccc2)c(C)c1/C=N/NC(=O)c1cc(C23CC4CC(CC(C4)C2)C3)[nH]n1
15% | 25 | COc1ccc(CCNC(=O)CN2C(=O)NC(Cc3c[nH]c4ccccc34)C2=O)cc1 (stereo not drawn)

# Additional structures.
Lipid storage S3 | Lipid storage S3 cell count max | Molecule
-14% | 6 | C/C(=N\NC(=O)C1CC1)c1ccc(OC(F)F)cc1OC(F)F
? | . | C=CCNC(=O)COC(=O)c1ccc(C)c(NC(=O)c2ccco2)c1
? | . | CCN(CC(=O)NCCC1=CCCCC1)S(=O)(=O)c1ccccc1
5% | 19 | COc1cccc(CN(C)C(=O)CC2C(=O)NCCN2C2Cc3ccccc3C2)c1 (stereo not drawn)
i | . | COc1cc(CNCCc2ccccc2)ccc1OCc1ccc(Cl)nc1
? | . | O=C(NCc1ccccc1)c1ccc(OCC2CCCO2)cc1 (stereo not drawn)
2% | 14 | Cc1cc2c3nonc3ccc2n1C
? | . | COc1nc(OCCNC(C)=O)nc(N(C)C)n1
-5% | 12 | O=C(O)c1ccc(N=Nc2c(-c3ccccc3)[nH]oc2=O)cc1
-12% | 4 | Cc1ccc(-c2nc(C=Nc3ccc(O)cc3)c(O)o2)cc1
? | . | COc1ccc(-c2nnc3ccc(SCC(=O)NCc4ccco4)nn23)cc1OC
-12% | -11 | CN(C)S(=O)(=O)Oc1ccsc1C(=O)Nc1cccc(Cl)c1Cl
? | . | CCCc1cc(-c2n[nH]c(=S)n2CC)c2ccccc2n1
? | . | COc1ccc(Cc2nnc(NC(=O)Nc3ccc(F)cc3)s2)cc1
-23% | 28 | NS(=O)(=O)c1ccc(CNC(=O)CCS(=O)(=O)Cc2ccccc2)cc1
? | . | Cc1c(C(=O)NN2CCOCC2)oc2c1ccc1ccccc12

# An excerpt; count on the stated rates, not on these rows.
